Bioassay records deposited in PubChem by Sanford-Burnham Center for Chemical Genomics.
NOD1 inhibition = inhibition of NOD1-driven NF-kB reporter – cell-based, luminescence, uHTS, primary screen (AID 1578); NOD1-driven NF-kB luciferase reporter cells, luminescence; higher % means a stronger effect; one-dose inhibition, % at 4 µM; EC50 in µM for titrated hits; 1% of 290,000 active; in the data active = inhibition mostly above about 36%, no sharp cut-off; inactive = mostly below about 34%;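 also: HEK-293T reporter cells stimulated with the NOD1 agonist gamma-tri-DAP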
NOD2 inhibition = NOD2 signaling inhibitors, cell-based, luminescence, uHTS, HEK293 (AID 1566). HEK293 NOD2/NF-kB luciferase reporter, luminescence; higher % means a stronger effect. inhibition, % at 4 µM; hits with a dose series show EC50 in µM. 0.63% of 290,000 active; in the data active = inhibition above about 50%; also: many of its hits are not listed in these tables
The depositor's hits bear a star. A portion of the library; count on the stated rates, not on these rows.

Below each compound: NOD1 inhibition | NOD2 inhibition
CN(C)S(=O)(=O)c1ccc(C(=O)NCc2nnc(SCC(=O)N3CCCC3)o2)cc1
 : -17% | 9%
CCOC(=O)CCNC(=O)N1CCCC(N(C)CCc2ccccc2)C1 (centres undefined)
 : -11% | 5%
COc1ccccc1Nc1nc(N(C)c2ccccc2)nc(N)c1[N+](=O)[O-]
 : -16% | -10%
Cc1cccn2c(=O)c3cc(C(=O)NCCc4ccccc4)c(=N)n(CC4CCCO4)c3nc12 (centres undefined)
 : 3% | 7%
COc1ccc(CCNC(=O)CCc2nc3sc4c(c3c(=O)[nH]2)CCCC4)cc1
 : -14% | 15%
COC(=O)C1CN(C(=O)COc2ccc(Cl)cc2C)c2ccccc2O1 (centres undefined)
 : 2% | 14%
COc1ccc(OC)c(NC(=O)c2cccc(N3C(=O)C4C5C=CC(C6CC56)C4C3=O)c2)c1 (centres undefined)
 : 10% | 42%
CCOC(=O)c1ccc(NC(=O)CSc2nnc(CC)o2)cc1
 : -25% | 7%
Cc1cc(N2C(=O)C(O)=C(C(=O)c3cc4ccccc4o3)C2c2ccc(Cl)cc2)no1 (centres undefined)
 : -13% | 20%
Cn1ccnc1SCC(=O)N1CCc2ccccc21
 : -6% | -6%
CCCc1cc(=O)n2nc(N3CCC(C(=O)N4CCN(c5cccc(OC)c5)CC4)CC3)sc2n1
 : -1% | 40%
COc1ccc(-c2cc(C(=O)Nc3cc(OC)c(OC)c(OC)c3)no2)cc1
 : 4% | 28%
COc1cc(/C(=C/c2ccccc2)c2ccccc2)c2c(c1)oc1ccccc12
 : 8% | 14%
NNC(=O)CSc1nnc(-c2ccccc2)n1-c1ccccc1
 : -3% | -7%
CCCOc1ccc(-c2nc(N3CCN(C)CC3)c3ccccc3n2)cc1
 : -19% | -70%

5 compounds from above, ordered by length of the SMILES, ascending.
Below each compound: NOD1 inhibition | NOD2 inhibition
CCOC(=O)CCNC(=O)N1CCCC(N(C)CCc2ccccc2)C1 (centres undefined)
 : -11% | 5%
COc1cc(/C(=C/c2ccccc2)c2ccccc2)c2c(c1)oc1ccccc12
 : 8% | 14%
COc1ccc(CCNC(=O)CCc2nc3sc4c(c3c(=O)[nH]2)CCCC4)cc1
 : -14% | 15%
CN(C)S(=O)(=O)c1ccc(C(=O)NCc2nnc(SCC(=O)N3CCCC3)o2)cc1
 : -17% | 9%
Cc1cccn2c(=O)c3cc(C(=O)NCCc4ccccc4)c(=N)n(CC4CCCO4)c3nc12 (centres undefined)
 : 3% | 7%

Next part:
Below each compound: NOD1 inhibition | NOD2 inhibition
C=CCC1NS(=O)(=O)OC(COC)C1C (centres undefined)
 : -1% | 4%
Cc1ccc(-n2c(=S)sc3c(=O)n(-c4ccc(F)cc4)c(SCC(=O)O)nc32)cc1C
 : -10% | 10%
O=C(NC1CCCCCC1)c1ccc(CS(=O)(=O)Cc2ccccc2F)o1
 : -14% | 5%
CCCCNc1ncnc2c1cnn2Cc1ccc(Cl)cc1
 : 0% | -5%
CCc1nnc(NC(=O)c2ccc(S(=O)(=O)N3CCCCC3)cc2)s1
 : -36% | 8%
CCOc1ccc(C(=O)Nc2ccc3c(c2)OCCO3)cc1
 : -15% | -88%
Cc1c(Cc2ccccc2)c(=O)oc2c(C)c(OCC(=O)N[C@@H](Cc3ccccc3)C(=O)O)ccc12
 : -23% | 15%
O=C(CSC(=S)N1CCCC1)N1CCN(S(=O)(=O)c2cccc([N+](=O)[O-])c2)CC1
 : 1% | -20%
C=CCOc1ccccc1CN(C(=O)CCl)c1ccc2c(c1)OCO2
 : 64%* | -10%
CCc1nnc(N/N=C\c2ccc(OC(C)=O)c(OC)c2)n1N
 : 0% | 0%
COc1ccc(C(C(=O)NC(C)(C)C)N(CCC(C)C)C(=O)CCC(=O)Nc2cc(C)on2)cc1 (centres undefined)
 : -3% | 14%
COc1ccc2[nH]c3c(c2c1)CCN1C(=O)N([C@@H](C)C(=O)NC2CCN(Cc4ccccc4)CC2)C(=O)[C@]31C
 : 5% | 10%
CCCCc1ccc(NC(=O)Nc2cc(C)nn2C)cc1
 : -6% | -36%
Cc1ccccc1NC(=O)N1CCC(NC(=O)C2CCCCC2)CC1
 : 20% | 12%
O=C(CCNC(=O)N1CC(=O)Nc2ccccc21)Nc1ccc(Br)cc1F
 : -12% | 17%

Below each compound: NOD1 inhibition | NOD2 inhibition
Cc1cc(C)c(S(=O)(=O)c2ccccc2Cl)c(=O)[nH]1
 : 2% | 10%
COc1ccc(CCNC(=O)c2cnc(Cl)c(Cl)c2)cc1
 : 1% | 0%
COCCNC(=O)c1cccc(NC(=O)C2=C(C)OCCS2)c1
 : 20% | -14%
Cc1ccc(-n2nc3c(c2NC(=O)C(C)C)CS(=O)(=O)C3)c(C)c1
 : -7% | -15%
COc1ccc(/C=C(\NC(=O)c2ccc(OC)cc2)C(=O)Nc2ccc(C(=O)O)cc2)cc1
 : -4% | -14%
Cc1cccc(NC(=O)c2ccc3[nH]c(=O)c(=O)[nH]c3c2)n1
 : 10% | 12%
O=C(CCc1nnc2ccc(NCc3ccco3)nn12)Nc1ccccc1F
 : 4% | 13%
Cc1nc(Cl)sc1C(=O)Nc1ccc(C(F)(F)F)cc1
 : 12% | 0%
COc1ccc(C(=O)NNS(=O)(=O)c2ccccc2)cc1OC
 : -20% | 6%
Cc1ccc(NC(=O)CCN2C(=O)c3ccccc3C2=O)cc1C
 : -10% | 11%
CCOc1ccc(C(=O)C2CCN(CC(=O)Nc3nccs3)CC2)cc1
 : -12% | 15%
COc1ccc(CN2CCNC(=O)C2CC(=O)NCCC2=CCCCC2)c(F)c1 (centres undefined)
 : -18% | 9%
Cc1ccc2nc(N(CCCN(C)C)C(=O)c3ccc4ncsc4c3)sc2c1
 : -14% | -18%
COc1ccc(S(=O)(=O)N(Cc2ccco2)Cc2cc3ccccc3[nH]c2=O)cc1
 : 18% | 8%
CC(=O)Nc1cccc(C(=O)N2CCC(n3nccc3NC(=O)CC(C)C)CC2)c1
 : -29% | 3%

Below each compound: NOD1 inhibition | NOD2 inhibition
Cc1cc(OCC(=O)NCCCN2CCCC2=O)c2c(C)c(C)c(=O)oc2c1
 : -8% | -2%
Cc1ccc2c(COC(=O)c3ccccc3Br)cc(=O)oc2c1
 : -28% | -21%
FC(F)(F)c1cccc(-n2cc(-c3ccccc3)[nH]c2=S)c1
 : 3% | -3%
O=C(c1ccc(Cl)cc1)N1CCN(CCOc2ccccc2)CC1
 : -3% | 17%
O=C(NCc1ccccn1)c1ccc(S(=O)(=O)Nc2ccccc2F)cc1
 : 27% | -17%
O=C(O)c1ccc2c(=O)n3c(nc2c1)/C(=C/c1ccccc1Br)CC3
 : -85% | 6%
CC1CN(Cc2ccccc2)c2nc3c(c(=O)n(CC(=O)O)c(=O)n3C)n2C1 (centres undefined)
 : -10% | 10%
CCN(CC)CCNC(=O)c1ccc(NC(=O)c2ccc3c(c2)CCC3)cc1
 : -3% | 5%
CN(C(=O)c1cccc(Cl)c1)C1CCCN(Cc2ccccc2F)C1 (centres undefined)
 : -30% | -11%
COc1cc(/C=C/c2nc3ccccc3c(=O)[nH]2)cc(Cl)c1O
 : -41% | -115%
O=C(CN(C(=O)CNC(=O)c1cccs1)c1ccccc1)NC1CCCCC1
 : -30% | 8%
COc1ccc2[nH]c(C(=O)N3CCN(Cc4ccccc4)CC3)cc2c1OC
 : -4% | 7%
COc1ccc(C2NC(=O)NC(C)=C2C(=O)OC2CCCC(C)C2)cc1 (centres undefined)
 : -23% | 4%
CCN(CCn1cccn1)C(=O)c1cc(COc2ccccc2SC)on1
 : -93% | -59%
Cc1cc(C(=O)NC2CCC(C)CC2)c(C)o1 (centres undefined)
 : -91% | -83%

Below each compound: NOD1 inhibition | NOD2 inhibition
CCOc1ccc(OCc2ccc(C(=O)N3CCCCC3)o2)cc1
 : -3% | 16%
COc1cc(C(=O)N(CCN(C)C)CC2CCCN(Cc3ccccc3F)C2)ccc1C (centres undefined)
 : -13% | -2%
O=S(=O)(/N=C(/Nc1ccc(Cl)c(S(=O)(=O)N2CCOCC2)c1)c1ccc(F)cc1)c1ccccc1
 : -17% | 2%
CCC(C)N(CCNC(=O)c1ccc(NC2=NC3CS(=O)(=O)CC3S2)cc1)Cc1ccco1 (centres undefined)
 : 15% | -22%
Cc1ccc(CNC(=O)CCC(=O)Nc2nnc(C(C)C)s2)cc1
 : -4% | 7%
COC(=O)Cn1c(=NC(=O)CCS(=O)(=O)c2ccccc2)sc2c(OC)ccc(OC)c21
 : -24% | 5%
COc1ccc(C(=O)CCC(=O)N2CCN(c3cccc(Cl)c3)CC2)cc1
 : -15% | 23%
CSCCC(NC(=O)c1ccccc1)C(=O)N1CC=C(c2ccccc2)CC1 (centres undefined)
 : -11% | -7%
CCCCN1CC(=O)N2Cc3[nH]c4ccccc4c3C[C@H]2C1=O
 : -2% | 12%
CC(=O)Nc1cccc(NC(=O)c2ccc3c(c2)CCN3S(C)(=O)=O)c1
 : -5% | -2%
COc1ccc(-n2nc3c(N4CCC(C(=O)NCc5ccco5)CC4)nnc(C)c3c2C)cc1
 : -27% | -4%
O=C(Nc1ccc(Oc2ccccc2)nc1)C1CCN(Cc2cccc(F)c2)CC1
 : -1% | 13%
CCN(CC)c1ccc(NC(=O)C2CCCC2)cc1
 : -12% | 12%
COc1ccc(N(CC(=O)NCc2ccc(Cl)cc2)S(=O)(=O)c2c(C)n[nH]c2C)cc1
 : 17% | 18%
O=C(NC1CCCN(CCc2ccccc2)C1)C1CCCC1 (centres undefined)
 : -9% | 0%

Below each compound: NOD1 inhibition | NOD2 inhibition
CNC(=O)c1cc(S(=O)(=O)NCc2ccncc2)ccc1OC
 : -2% | 12%
O=C(Nc1nccs1)C1CCCN1/C=C/C(=O)C(F)(F)F (centres undefined)
 : -22% | 16%
Cc1ccc(NS(=O)(=O)c2ccc3c(c2)NC(=O)CO3)cc1Cl
 : -14% | 3%
CC(OC(=O)CN1C(=O)COc2ccccc21)C(=O)NCc1ccc(F)cc1 (centres undefined)
 : -10% | 5%
COc1ccc(Cc2nc3ccc(C(=O)NCc4cc(C)no4)cc3o2)cc1
 : -51% | -27%
C=CCN(c1ccc(C(=O)NCCSc2ccccc2)cc1)S(C)(=O)=O
 : -34% | -6%
CCC(=O)Nc1c2c(nn1-c1ccc([N+](=O)[O-])cc1)CS(=O)(=O)C2
 : -10% | -6%
CCOC(=O)CCNC(=O)CCc1nnc(CCCc2ccccc2)o1
 : -47% | -16%
O=C(c1ccc2nc(Cc3ccccc3F)oc2c1)N1CC[C@H](O)C1
 : -21% | -12%
CN1C(=O)Cc2cc(S(=O)(=O)N3CCN(c4ccccc4F)CC3)ccc21
 : -3% | 26%
CC(=O)Nc1ccc2c(c1)C(=O)N(c1cccc3ccccc13)C2=O
 : 3% | 8%
CC(C)c1ccccc1OCC(O)CN(CC(O)COc1cccc2ccccc12)C(C)C (centres undefined)
 : -2% | -23%
COc1ccc(N/C=C(\C=C\C#N)S(=O)(=O)c2ccccc2)cc1
 : -4% | -10%
CCOc1cccc(CN2CCC(n3nccc3NC(=O)C3CC3)CC2)c1O
 : 4% | 12%
COc1ccc(Cl)cc1NC(=O)CN1CCN(S(=O)(=O)N2CCOCC2)CC1
 : -16% | 13%

Below each compound: NOD1 inhibition | NOD2 inhibition
Cc1cc(C)n(CCNC(=O)C2CCC(=O)N(CC3CCCCC3)C2)n1 (centres undefined)
 : -33% | 3%
CC1(C)CC(=O)C=C(Nc2ccc(O)c(C(=O)O)c2)C1
 : -27% | 3%
O=C1/C(=C/c2cccc(F)c2)Oc2cc(O)ccc21
 : -9% | -23%
NC(=O)C1CCN(CC(=O)Nc2ccc(S(=O)(=O)N3CCOCC3)cc2)CC1
 : -11% | 2%
CC(NCc1ccc([N+](=O)[O-])cc1)C1COc2ccccc2O1 (centres undefined)
 : -2% | 21%
COc1ccc(N2CCN(C(=O)c3[nH]c4ccc(OC)cc4c3C)CC2)cc1
 : -6% | 6%
COc1ccc(-c2oc3cccnc3c2C#CCO)cc1
 : -32% | -25%
Cc1ccc(CNC(=O)C2CCC(=O)N2Cc2ccc(F)cc2)cc1 (centres undefined)
 : 4% | 16%
O=C(Cc1ccccc1F)NC1CCCN(Cc2ccc(Cl)cc2)C1 (centres undefined)
 : -19% | -6%
CC1CCN(C(=O)C2CCCN(S(=O)(=O)c3cccc4nsnc34)C2)CC1 (centres undefined)
 : 14% | 8%
Cc1ccc2oc(C(=O)Nc3ccc(S(=O)(=O)Nc4ncccn4)cc3)c(C)c2c1
 : 12% | 2%
CC(=O)Nc1cccc(NC(=O)CSc2nccn2Cc2ccccc2)c1
 : 9% | 27%
COC(=O)[C@H](Cc1ccccc1)N(C)S(=O)(=O)c1cccc(S(=O)(=O)N(C)[C@@H](Cc2ccccc2)C(=O)OC)c1
 : -22% | 1%
COc1ccc(N2CCN(CCCNC(=O)Cn3c(=O)c4cccn4c4ccccc43)CC2)cc1
 : 2% | -16%
Cc1ccc(Cn2c(N3CCN(C)CC3)nc3c2c(=O)[nH]c(=O)n3C)cc1
 : -12% | 12%

Below each compound: NOD1 inhibition | NOD2 inhibition
CNc1nc(NCc2ccccc2)c2ccccc2n1
 : -31% | 27%
CCCCCOC(=O)C1=C(C)NC(=O)NC1c1ccccc1 (centres undefined)
 : 4% | 13%
Cc1c(OC(C)C(=O)NCCN2CCOCC2)ccc2c(-c3ccccc3)cc(=O)oc12 (centres undefined)
 : -28% | -8%
CCOc1ccc(CNC2CCCCCCC2)cc1OC
 : 5% | 7%
CC1CCN(CC(=O)N2CCN(c3ccccc3)CC2)CC1
 : -11% | -3%
Cc1cccnc1NC(=O)Cn1c(=O)oc2ccccc21
 : -12% | -1%
Cc1cc(=O)[nH]c(NCc2ccc(Cl)cc2)n1
 : 45% | -2%
COc1cccc(NS(=O)(=O)c2cc3c(cc2C)N(C)CCO3)c1
 : -3% | 14%
C=CCn1c(SCC(=O)NCC2CCCO2)nc2sc(C)c(C)c2c1=O (centres undefined)
 : -10% | 21%
